# Mdm2-MdmX inh: inhibitors of human Mdm2/MdmX interaction | 3% of 330,000 active | O15151+Q00987 | inhibition, % at 8 µM | SaOS-2 split-luciferase Mdm2/MdmX complementation, luminescence | AID 485346;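 active = inhibition of at least 50% at 8 µM in the primary screen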
# CXCR6 block: blocks human CXCR6 beta-arrestin recruitment | O00574 | CHO-K1 PathHunter CXCR6 beta-arrestin, luminescence | inhibition, % at 20 µM | 0.36% of 360,000 active; in the data active = inhibition above about 34%, passing the limit was not always enough;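 note: antagonist mode with CXCL16 agonist at 10 nM final; 0% = 10 nM CXCL16 with DMSO and 100% = unstimulated wells without agonist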
# Target sequence (O00574 whole entry, looked up): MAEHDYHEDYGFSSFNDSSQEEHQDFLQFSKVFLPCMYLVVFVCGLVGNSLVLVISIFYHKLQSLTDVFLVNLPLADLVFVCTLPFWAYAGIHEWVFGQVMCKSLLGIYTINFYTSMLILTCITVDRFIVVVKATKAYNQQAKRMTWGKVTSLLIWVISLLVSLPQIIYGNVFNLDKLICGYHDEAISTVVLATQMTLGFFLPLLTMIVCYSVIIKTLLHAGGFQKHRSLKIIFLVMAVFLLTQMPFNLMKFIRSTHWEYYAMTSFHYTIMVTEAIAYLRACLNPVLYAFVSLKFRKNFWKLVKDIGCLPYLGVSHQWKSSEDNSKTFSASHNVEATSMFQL
# APJ antagonist: APJ receptor antagonism. CHO-K1 APJ beta-arrestin complementation, luminescence. inhibition, % at 20 µM. P35414. 0.32% of 330,000 active;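 active = inhibition above about 40% at 20 µM, limit read from the data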;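 note: cells challenged with 10 nM apelin-13 agonist together with compound; plate controls were apelin-13 plus DMSO wells for no effect and DMSO wells lacking apelin-13 for full effect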
# Target sequence (P35414 whole entry, looked up): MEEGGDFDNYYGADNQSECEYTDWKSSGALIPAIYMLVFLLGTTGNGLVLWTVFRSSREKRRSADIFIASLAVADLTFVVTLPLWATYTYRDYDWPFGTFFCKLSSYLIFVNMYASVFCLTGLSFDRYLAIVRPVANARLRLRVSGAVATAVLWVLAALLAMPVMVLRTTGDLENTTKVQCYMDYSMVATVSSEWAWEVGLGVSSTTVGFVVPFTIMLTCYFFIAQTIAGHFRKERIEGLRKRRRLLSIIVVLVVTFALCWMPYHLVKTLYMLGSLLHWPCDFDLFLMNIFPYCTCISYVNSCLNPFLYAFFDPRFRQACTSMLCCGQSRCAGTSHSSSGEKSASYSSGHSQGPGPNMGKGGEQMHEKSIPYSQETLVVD
# UPR XBP1 act: adaptive UPR (XBP1) activation; activation, % at 20 µM; CHO-XBP1 luciferase reporter, IRE1-XBP1 UPR activation, luminescence; percent of tunicamycin response, DMSO as zero; AID 463104; 0.33% of 330,000 active;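 active = versus positive control, 20 µM dose yields 30% or more activation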;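 note: 100% = tunicamycin at 10 µg/mL and 0% = DMSO only wells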
#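 Material: CHO cell line with stable XBP1 luciferase reporter; buffer or medium: F12 medium containing 10% fetal bovine serum; compound: single point, 20 µM final compound, 1% DMSO; incubation: 6 h treatment, 37 °C; measured by: glow luminescence from Steady-Glo reagent; evaluation: activation, % of tunicamycin; control set: tunicamycin high, DMSO low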
# tim23-1 inh: inhibits growth of tim23-1 mutant yeast | S. cerevisiae tim23-1 growth, BacTiter-Glo luminescence, 24 h | inhibition, % at 20 µM | 1.3% of 330,000 active | AID 463212;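 active = growth inhibition of the mutant yeast at or above 50%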;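 note: temperature-sensitive mutant grown at 25 °C; plate controls were DMSO-treated mutant yeast for no effect and medium wells lacking yeast for full effect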
# TIM10 inh: TIM10 yeast growth inhibition | S. cerevisiae TIM10 strain growth, BacTiter-Glo luminescence, 24 h | inhibition, % at 10 µM | 1.4% of 330,000 active;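 active = inhibition of 40% or more at the single tested concentration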;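 note: wild-type TIM10 isogenic control strain grown at permissive 25 °C; 0% = DMSO yeast wells and 100% = minimal medium wells without yeast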
# CHOP UPR activ: apoptotic UPR (CHOP) activation. CHO-CHOP luciferase reporter, luminescence; percent of tunicamycin response over DMSO baseline. activation, % at 10 µM. 0.34% of 330,000 active. AID 449763;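 active = at 10 µM dose, activation of 40% or more, normalized to positive control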;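 note: 100% = tunicamycin at 10 µg/mL and 0% = DMSO alone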
#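 System: CHO-CHOP luciferase reporter cell line | Buffer or medium: F12 medium containing 10% fetal bovine serum | Doses: One dose, 10 µM in 0.5% DMSO | Times: 6 h compound exposure at 37 °C after overnight seeding | Signal: Luciferase luminescence | Read-out: % activation vs tunicamycin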
# tim10-1 inh: tim10-1 yeast growth inhibition; inhibition, % at 20 µM; 2.2% of 330,000 active; S. cerevisiae tim10-1 ts strain growth, BacTiter-Glo, 24 h;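 active = inhibition of at least 40%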;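 note: mutant grown at 25 °C; 0% = DMSO wells with yeast and 100% = wells holding no yeast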
# APJ ag: activates the human apelin receptor APJ; CHO-K1 APJ PathHunter beta-arrestin, luminescence; 0% DMSO wells, 100% apelin; activation, % at 20 µM; 0.11% of 330,000 active; AID 2520;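 active = activation more than six SD over the plate average, tested at 20 µM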;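 note: 0% = DMSO alone and 100% = apelin-13 at 10 nM; some results filed as inactive read as strong as hits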
#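 Material: CHO-K1 APJ beta-arrestin complementation cell line; Input: cell density 1000 per well; Incubation: compound stimulation 90 min at 25 °C, detection 60 min; Signal: luminescence from split beta-galactosidase complementation, Galacton Star/Emerald II substrate; Controls: DMSO-only wells as negative, 10 nM Apelin-13 as positive control.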
# * marks the source's active call; other numbers are inactive results; · = no result given.
SMILES,Mdm2-MdmX inh,CXCR6 block,APJ antagonist,UPR XBP1 act,tim23-1 inh,TIM10 inh,CHOP UPR activ,tim10-1 inh,APJ ag
CCOC(=O)c1ccccc1NS(=O)(=O)c1ccccc1,3,1,9,1,15,20,-1.6,7,-2
C=C(C)COc1cc2oc(=O)c(CC(=O)N3C[C@H]4C[C@@H](C3)c3cccc(=O)n3C4)c(C)c2cc1Cl,-30,2,-4,0,18,3,0.7,12,-5
COc1ccc(N=C2NC(=O)/C(=C\C=C\c3ccccc3)S2)cc1,-23,3,7,-3,16,19,0.0,23,-3
COc1ccc(NC2CC(=O)N(c3cc([N+](=O)[O-])ccc3C)C2=O)cc1 (stereo unspecified),-21,-6,14,-2,13,-2,-0.7,11,-4
CCCC(=O)Nc1ccc(Cl)c(NC(=O)c2cccc(OC)c2)c1,22,1,12,-3,4,9,-0.2,5,-3
COC(=O)C(c1cc(OC)c(O)c(OC)c1)(N1CCNC(C)C1)C(F)(F)F (stereo unspecified),10,-2,3,5,16,-7,0.0,3,-1
COc1ccc(OCCOC(=O)c2nc3nccc(C)n3n2)cc1,-15,0,5,0,6,6,-2.3,10,-3
CCCCCc1nc2c(c3c1CCCC3)CCCC2,22,·,13,-4,16,11,2.5,33,-7
Cc1ccc(C(c2nnnn2CC2CCCO2)N2CCN(C)CC2)cc1 (stereo unspecified),-4,7,-13,1,0,5,0.1,8,-2
O=[N+]([O-])c1ccccc1S(=O)(=O)c1ccccc1[N+](=O)[O-],-3,-6,-5,-1,13,23,1.1,13,2
COc1ccc(N2C(=O)CC(Sc3ccccc3C(=O)O)C2=O)c([N+](=O)[O-])c1 (stereo unspecified),19,8,-32,1,13,28,2.9,24,-2
Cc1cc(Br)ccc1NC(=O)CN(C)Cc1cccs1,12,0,-12,-1,19,-13,3.3,2,0
COC(=O)/C=C1/N/C(=N\c2nc(C)cc(C)n2)N(c2ccc(Cl)cc2)C1=O,22,3,13,-2,11,5,1.1,16,-2
CN(C)C(=S)c1ccc2ccccc2n1,0,2,12,-1,-1,1,1.5,5,0
CCc1cc2cc3c(cc2nc1SCC(=O)OC(C)C)OCO3,-6,5,5,-3,21,10,-0.4,21,-2
CCCc1cc(=O)[nH]c(SCc2ccccc2Cl)n1,-3,4,9,-1,33,12,0.2,25,-1
O=C(O/N=C\c1ccc(N2CCCCC2)c([N+](=O)[O-])c1)c1c(F)cccc1F,-6,20,11,-6,16,15,0.1,13,-2
Cc1nnc(-c2cnn(C)c2N)n1CCCN1CCOCC1,0,-1,-18,-2,12,-1,-0.8,-1,-1
CCc1ccccc1NS(=O)(=O)Cc1ccccc1,-13,8,-14,-3,18,16,0.0,-1,0
Nc1ncnc2c1C1(CCCCC1)Cc1ccccc1-2,27,8,4,1,50*,29,0.9,42*,1
C=CCC(C#Cc1ccccc1)[N+](C)(C)CC=C (stereo unspecified),12,-1,-13,-2,-8,-7,-0.3,-10,-1
OCCCn1c(C2CCCN2c2nc(-c3ccc(F)cc3)cs2)nc2cc(Cl)c(Cl)cc21 (stereo unspecified),25,0,-35,-1,4,-3,-0.4,18,-1
CCCCNC(=O)C1CCC(CNc2c(N3CCC(C)CC3)c(=O)c2=O)CC1 (stereo unspecified),6,1,3,-1,-6,3,0.0,7,-1
Cc1noc(C(F)(F)F)c1C(=O)NNC(=O)c1cccc(C(F)(F)F)c1,-2,-11,-1,0,9,7,-0.9,7,-15
CC1(C)CC(NCc2ccncc2)CC(C)(C)N1,8,-8,1,12,-1,-3,-0.8,10,1
O=C1[C@H](CC[C@H](O)c2ccc(F)cc2)[C@@H](c2ccc(O)cc2)N1c1ccc(F)cc1,14,·,6,-5,12,-3,0.1,19,-1
CC(=O)Cn1cnc2sc(-c3ccccc3)cc2c1=O,-79,-3,-13,3,10,15,2.1,11,2
Cc1cc(=O)oc2cc(OCC(O)CN3CCN(c4ccc(F)cc4)CC3)ccc12 (stereo unspecified),6,2,3,0,0,-4,0.1,4,2
COc1ccc(OC)c(NC(=O)c2sc3ncnc(N4CCN(c5ccccn5)CC4)c3c2C)c1,-8,-4,-4,6,-6,-8,3.6,-7,5
CCn1c(SCC(=O)Nc2ccc(OC)c(S(=O)(=O)N3CCCCC3)c2)nnc1C1CC1,27,1,-26,-2,3,-6,3.8,-10,-6
CC(=O)c1ccccc1OCC(O)Cn1ccnc1 (stereo unspecified),9,-4,18,-5,3,9,0.6,20,-1
O=C(COc1ccc(S(=O)(=O)N2CCOCC2)cc1)N1CCOCC1,1,2,4,-2,-20,2,-0.3,-19,-2
Cc1cc(C)c2c(NC(=O)CCl)nn(C)c2n1,3,5,17,3,6,4,0.9,8,-1
CC(C)CCSc1ncnc2c1oc1nc3c(cc12)COC(C)(C)C3,-3,-1,23,-2,-7,34,0.1,22,-6
Cc1cc(NC(=O)COc2cccc(C)c2C)no1,0,6,-29,1,2,3,3.8,-20,-2
COc1ccccc1NC(=O)COc1ccccc1C(=O)Nc1ccccc1,12,-1,-25,-3,36,21,-1.3,30,0
c1ccc2c(-c3cn4ccccc4n3)c[nH]c2c1,-32,·,-2,-1,-20,-6,3.2,-22,-3
O=C(/C=C/c1cccc(F)c1)N1CCN(c2ccccn2)CC1,15,6,-22,-1,15,2,0.5,7,-1
C=C(C)CN(CC)C(=O)CSc1ccc(S(=O)(=O)N2CCN(Cc3ccccc3)CC2)cn1,8,-3,-1,0,30,10,5.3,13,-4
CC1(C)CC2(C)Nc3ccccc3N2C(=S)N1 (stereo unspecified),13,-6,-22,-3,-20,-9,1.4,5,-4

# Another view of part of the listing above.
SMILES	Mdm2-MdmX inh	CXCR6 block	APJ antagonist	UPR XBP1 act	tim23-1 inh	TIM10 inh	CHOP UPR activ	tim10-1 inh	APJ ag
COc1ccccc1NC(=O)COc1ccccc1C(=O)Nc1ccccc1	12	-1	-25	-3	36	21	-1.3	30	0
CCn1c(SCC(=O)Nc2ccc(OC)c(S(=O)(=O)N3CCCCC3)c2)nnc1C1CC1	27	1	-26	-2	3	-6	3.8	-10	-6
CC(=O)c1ccccc1OCC(O)Cn1ccnc1 (stereo unspecified)	9	-4	18	-5	3	9	0.6	20	-1
CC1(C)CC2(C)Nc3ccccc3N2C(=S)N1 (stereo unspecified)	13	-6	-22	-3	-20	-9	1.4	5	-4
OCCCn1c(C2CCCN2c2nc(-c3ccc(F)cc3)cs2)nc2cc(Cl)c(Cl)cc21 (stereo unspecified)	25	0	-35	-1	4	-3	-0.4	18	-1

# (further entries)
SMILES,Mdm2-MdmX inh,CXCR6 block,APJ antagonist,UPR XBP1 act,tim23-1 inh,TIM10 inh,CHOP UPR activ,tim10-1 inh,APJ ag
C=CCN(C(=O)COc1ccccc1)c1nnc(-c2ccncc2)s1,2,-10,-11,-1,-17,8,-0.6,28,0
COc1cccc(N2CCN(C(=O)C3CCC(=O)N(C4CCCCCC4)C3)CC2)c1 (stereo unspecified),-17,-1,2,-7,6,3,0.9,17,-1
O=C(NCc1ccc(Cl)cc1)c1cc(-c2cccs2)on1,-3,-5,2,3,4,16,-0.1,4,-3
C/C(CC(=O)Nc1ccc(N(C)C)cc1)=N\NC(=O)Cc1csc(N)n1,19,-7,8,-1,9,3,0.7,3,1
Cc1ccc(C)c(S(=O)(=O)N2CCCOC2CNC(=O)C(=O)NCc2ccccn2)c1 (stereo unspecified),14,-10,10,-4,-8,6,0.3,-7,-3
N#Cc1ccccc1S(=O)(=O)N1CCN(c2nc(-c3cccnc3)nc3ccccc23)CC1,54*,4,2,3,36,19,1.4,32,4
CCn1c(NCc2ccco2)nc2c1c(=O)n(C)c(=O)n2C,10,-6,10,1,2,3,-0.7,14,-3
COc1ccc(Cl)cc1NC(=O)CSc1nc(C)cc(C)n1,10,-1,14,1,30,-1,-3.3,41*,-10
COc1cc(C)c(NC(=O)c2cc(C3CC3)nc3c2cnn3C(C)C)cc1OC,18,3,11,7,34,4,-0.4,7,-2
CN(CCc1cnn(C)c1)Cc1cn(C)nc1-c1ccc2c(c1)OCCO2,-10,4,1,1,-8,0,0.0,-3,-2
O=C(Cn1c(=O)oc2cc(S(=O)(=O)N3CCCC3)ccc21)N1CCN(c2ccccn2)CC1,16,6,-4,-3,8,-4,1.3,-4,-3
Cc1ccc(-c2cc(C(=O)N3CCOCC3)no2)cc1,42,9,9,-12,13,12,-7.4,-17,-1
Cc1noc(C)c1COc1cccc(C(=O)OCC(=O)NCCN2C(=O)CSC2=O)c1,-6,1,6,1,-8,1,-1.5,20,-2
CCC(C)[C@H]1CN=C(N)N1CCc1cc(C(F)(F)F)cc(C(F)(F)F)c1 (stereo partly specified),60*,-6,-6,-1,-5,0,-1.7,10,-6
CCCOP(=O)(c1ccc(N(C)C)cc1)C(O)c1ccc(Br)cc1 (stereo unspecified),7,7,-4,-3,22,8,0.8,33,-1
CSc1ccc(CN(C)CC(=O)NC(C)c2ccccc2)cc1 (stereo unspecified),-4,4,-1,-5,20,6,-1.8,30,-4
CC(=O)Nc1ccc(S(=O)(=O)NC(CC(=O)NCCc2ccccc2)C(C)C)cc1 (stereo unspecified),-4,-5,9,0,8,-6,1.9,8,1
CC(C)(C)c1ccc(-c2nnc(N)o2)cc1,1,-12,2,2,11,3,6.0,-24,-4
C#CCOCCOCCOCCNc1nc(N2CCN(C(=O)[C@H](CCCN=C(N)N)n3cc(C(N)[C@H](C)CC)nn3)CC2)nc(N2CCN(C(=O)[C@H](CC(N)=O)n3cc(C(N)[C@@H](C)CC)nn3)CC2)n1 (stereo partly specified),-5,1,2,-1,3,9,-1.6,-4,0
N#Cc1c(-c2cccnc2)c2c([nH]c1=O)-c1ccccc1OC2,6,-12,-10,4,8,5,5.7,-2,1
O=C(NCCCl)Nc1ccccc1OCCOc1ccccc1NC(=O)NCCCl,23,2,17,-5,-2,8,-1.3,8,-6
COc1ccc2[nH]c(C(=O)O)c(CCC(=O)O)c2c1,8,0,6,-1,-2,10,-1.8,8,-4
COC(=O)c1ccc(Cc2ccccc2)o1,13,-6,6,-1,12,-2,-0.7,16,0
CN(C(=O)CN1CCC(NC(=O)C2CCCCC2)CC1)C1CCCCC1,-13,-2,0,1,-24,-3,-1.0,8,-1
COc1cccc(NC(=O)CN(C)C(=O)Cn2[nH]c(=O)c3ccccc3c2=O)c1,8,3,-6,-2,16,-2,1.9,9,3
O=C(O)CCCn1cc(NC(=O)COc2ccc(F)cc2F)cn1,28,0,8,-3,-11,-3,-0.5,5,-2
Cc1ccc(CNC(=O)CNS(=O)(=O)c2ccc3nc(C)sc3c2)cc1,14,-11,-3,-2,13,5,0.9,-8,-3
CCOC(=O)Cc1nc2cc(Cl)ccc2o1,19,5,-5,6,27,-6,1.3,14,-1
CC(C)n1cc(C(=O)NC2CC(C)(C)Cc3c2cnn3-c2ccccc2)cn1 (stereo unspecified),11,-4,1,-3,16,20,-0.7,7,4
CC(=O)c1ccc(NC(=O)COC(=O)C2CCN(S(=O)(=O)c3cccs3)CC2)cc1,19,-4,2,1,5,-3,-1.1,-3,-4

# Bioassay records as filed in PubChem BioAssay.

# Only part of the results is shown; rates above refer to the full screens.
